# All columns: NCI-60 one-dose screen, growth in % after 48 h at 10 µM unless noted; 100 = growth as untreated, 0 = no growth, -100 = all killed.
# SN12C: SN12C renal cancer cells. hit rate 3.8% among 81,000
# UO-31: UO-31 renal cancer; hit rate 5.2% among 81,000; AID 1794768
# 786-0: 786-0 renal cancer cells; hit rate 5.1% among 81,000
# ACHN: ACHN renal cancer; AID 1794771; hit rate 4.9% among 81,000
# RXF 393: RXF 393 renal cancer cells. AID 1794773. hit rate 6.9% among 77,000
# U251: U251 CNS tumor cells | hit rate 5.4% among 80,000 | AID 1794753
# CAKI-1: CAKI-1 renal cancer; hit rate 4.7% among 75,000
# TK-10: TK-10 renal cancer cells; hit rate 3.9% among 81,000; AID 1794769
# A498: A498 renal cancer cells; hit rate 5.4% among 76,000
# Numbers without * were called inactive; . = not tested or not shown; & = joins results of further samples; [ ] = dose if it differs, or a comment. How the source made its calls: active means growth percent below 10; inactive means the rest.
1. CCOC(=O)c1nn(-c2ccccc2)c(=O)c2c(N)c(C(=O)OC)c(C(=O)OC)cc12
2. CC(C)C[C@H](NC(=O)Cn1ccc2ccccc2c1=O)B(O)O
3. COc1cc2ncnc(Nc3ccc(S(=O)(=O)Nc4nccs4)cc3)c2cc1OCCCN1CCCCC1
4. COC(=O)c1ccccc1C(=O)c1ccc(OC)cc1
5. Cc1ccc(S(=O)(=O)NCCCNc2nccc(-c3c(-c4ccc(F)cc4)nc4sccn34)n2)cc1
Compound	1	2	3	4	5
SN12C	91	76	101	98	70
UO-31	80	51	86	84	33
786-0	101	70	110	109	74
ACHN	100	29	105	115	48
RXF 393	101	10	98	95	72
U251	102	88	102	94	73
CAKI-1	103	41	99	100	72
TK-10	106	12	110	100	74
A498	114	30	111	81	80

6. O=C(Nc1nc2ccc([N+](=O)[O-])cc2s1)Nc1ccccc1F
7. Cc1cccc(CO)c1
8. Cn1cc(-c2cc(N)n3nc(-c4cn(C)c5ccc(Cl)cc45)cc3n2)c2cc(Cl)ccc21
9. Brc1cccc[n+]1-c1cccc(-c2cccc(-[n+]3ccccc3Br)c2)c1
10. CCC(=O)C(=O)c1ccccc1
Compound	6	7	8	9	10
SN12C	2.6*	106	85	104	99
UO-31	6.1*	93	100	79	89
786-0	7.9*	104	99	106	106
ACHN	1.6*	111	102	94	105
RXF 393	5.7*	121	121	104	118
U251	6.8*	94	-4.8*	100	97
CAKI-1	-8.2*	100	83	87	98
TK-10	18	108	116	120	94
A498	-18*	108	73	109	80

11. CCC(C)Cn1cnc2c(SCc3ccccc3F)nc(N)nc21 (stereo not drawn)
12. Cc1nc2ncccc2c(=O)n1-c1ccc(S(=O)(=O)N=C(N)N)cc1
13. O=c1[nH]c2ccc(Oc3ncccn3)cc2c(=O)n1Cc1cccc(NC(=S)Nc2c(Cl)cccc2Cl)c1
14. Fc1cccc(CN2CCN(c3nc(NCCN4CCOCC4)ncc3Br)CC2)c1
15. CCN1CCC(O)(C(C(=O)OC)c2ccccc2)CC1 (stereo not drawn)
Compound	11	12	13	14	15
SN12C	87	101	90[8.75 µM]	100	89
UO-31	76	104	61[8.75 µM]	77	88
786-0	99	91	108[8.75 µM]	89	109
ACHN	85	102	75[8.75 µM]	96	96
RXF 393	94	92	103[8.75 µM]	103	97
U251	94	93	102[8.75 µM]	85	105
CAKI-1	69	93	52[8.75 µM]	84	108
TK-10	114	92	116[8.75 µM]	97	98
A498	.	106	76[8.75 µM]	85	101

16. COc1cccc(-c2cc(-c3cccs3)c(C#N)c(=O)[nH]2)c1
17. O=C(CCCl)OCc1ccc([N+](=O)[O-])o1
18. N#Cc1nc(C#N)c(Sc2ccccc2)c(Sc2ccccc2)c1Sc1ccccc1
19. CCC(CC)C(=O)OCCCCOC(=O)C(CC)CC
20. COc1ccc2c(c1)OC13Oc4cc(OC)ccc4C=C1CCCC3=C2
Compound	16	17	18	19	20
SN12C	103	103	0.4*	98	44
UO-31	89	83	-72*	88	36
786-0	94	96	-56*	97	39
ACHN	102	102	-78*	101	25
RXF 393	117	118	-39*	99	16
U251	100	98	-82*	101	35
CAKI-1	97	108	18	101	.
TK-10	122	85	-37*	106	47
A498	100	105	-14*	110	70

21. C/C(CC(C)C)=N/O
22. CC(=O)S
23. COc1cc(/C=C2\C(=O)OC[C@@H]2Cc2ccc3c(c2)OCO3)ccc1O
24. Cc1[nH]c2ccccc2c1C(=O)C(N)=O
25. OC(CNc1cccc(Cl)c1)c1ccccc1 (stereo not drawn)
Compound	21	22	23	24	25
SN12C	105&108	100	.	102	115
UO-31	94&94	115	67	89	102
786-0	103&94	97	101	104	105
ACHN	104&108	108	87	101	98
RXF 393	113&110	.	116	110	101
U251	97&100	96	97	95	105
CAKI-1	97&103	100	80	91	99
TK-10	93&114	.	102	132	95
A498	88&110	120	114	128	113

26. CC(=O)N(CC(O)CN(C(C)=O)c1c(I)c(C(=O)NCC(O)CO)c(I)c(C(=O)NCC(O)CO)c1I)c1c(I)c(C(=O)NCC(O)CO)c(I)c(C(=O)NCC(O)CO)c1I (stereo not drawn)
27. N#Cc1c(NC(=O)NCc2ccccc2)sc2c1CCCCC2
28. CCCNC1(C(N)=O)CCN(Cc2ccccc2)CC1
29. CCCn1nc(C(=O)N2CCCCC2)c2c1CCC(NCCc1ccncc1)C2 (stereo not drawn)
30. NNC(=O)CSc1nc2sc3c(c2c(=O)n1-c1ccc(Cl)cc1)CCCC3
Compound	26	27	28	29	30
SN12C	109	30	104	101	94
UO-31	71	47	99	91	67
786-0	95	26	92	97	91
ACHN	97	43	108	110	102
RXF 393	114	-3.3*	114	107	128
U251	103	25	112	99	108
CAKI-1	94	30	77	89	96
TK-10	107	41	115	93	126
A498	109	.	105	105	82

31. CC1CN(CCO)C(C)CN1 (stereo not drawn)
32. COc1cc(C2=Nc3c/c(=C\c4c(O)[nH]c5ccc(Cl)cc45)ccc3=N2)cc(OC)c1OC
33. COc1cc2nc(Cl)nc(Nc3cccc(C(=O)/C=C/c4ccc5c(c4)OCO5)c3)c2cc1OC
34. CC(C)(C)c1cc(-c2cc(-c3ccccc3)[nH]c(=O)c2C#N)cc(C(C)(C)C)c1
35. COc1ccc(C(=O)N2NC(=O)/C(=C/c3c(C)nn(-c4ccccc4)c3Cl)N=C2c2ccccc2)cc1
Compound	31	32	33	34	35
SN12C	93	.	92	31	95
UO-31	81	35	73	24	75
786-0	107	-6.4*	99	23	67
ACHN	107	73	100	23	94
RXF 393	87	1.1*	107	-2.5*	87
U251	105	-91*	96	-22*	80
CAKI-1	89	50	91	-12*	68
TK-10	74	35	139	28	90
A498	92	93	102	22	63

36. C=CC(=O)Nc1cccc(Nc2nc(SC)nc(-c3cccc(N)c3)c2C#N)c1
37. COCCn1cc(-c2nc(-c3cn(CCOC)c4ncccc34)cs2)c2cc(F)ccc21
38. CCNS(=O)(=O)c1ccc(C)cc1
39. Cc1cc2nc3c4ccccc4n(CCN(C)C)c3nc2cc1C
40. C/C=C\C1OCC(CC)(CCCC)CO1 (stereo not drawn)
Compound	36	37	38	39	40
SN12C	96	82	99	17	99
UO-31	67	68	97	-12*	.
786-0	105	77	110	23	.
ACHN	95	77	96	-26*	96
RXF 393	103	86	113	8.2*	106
U251	.	70	105	16	108
CAKI-1	91	86	.	-3.6*	.
TK-10	142	28	115	27	103
A498	66	73	.	-15*	113

41. O=C(O)C1C[C@](O)(c2ccc(F)cc2)[C@@H](c2ccc(F)cc2)O1 (stereo partly drawn)
42. C/C(=N\O)c1ccc(NC(=O)CSc2nc3c([nH]2)c(=O)n(C)c(=O)n3C)cc1
43. COc1cccc(OCC(O)CN2CCN(c3ccccc3)CC2)c1 (stereo not drawn)
44. COc1ccc(/C(=C\c2ccc3c(c2)OCO3)C(=O)Nc2nc3ccc(N)cc3s2)cc1
45. COc1cc(-c2nn(-c3ccc(Br)cc3)cc2CO)ccc1O
Compound	41	42	43	44	45
SN12C	116	110	105	104	97
UO-31	78	100	96	80	60
786-0	96	103	104	99	96
ACHN	116	105	109	93	100
RXF 393	.	107	163	114	116
U251	110	98	108	98	95
CAKI-1	40	104	.	92	.
TK-10	108	96	151	110	110
A498	156	85	91	107	77

46. CC(C)(C#N)OC(=O)Nc1ccccc1
47. CCOc1nc2c(N)ncnc2n1CC1CCC1
48. COc1cccc2c(=O)c3c(sc12)c(NCCN)nc1ccccc13
49. COc1ccc2c(c1)c(-c1noc(-c3cn(C)c4ncccc34)n1)cn2C
50. O=C(Nc1ccc(Cl)cc1)OCCN1CCOCC1
Compound	46	47	48	49	50
SN12C	108	121	68	96	95
UO-31	92	76	49	89	86
786-0	100	93	89	97	106
ACHN	104	98	58	89	100
RXF 393	113	.	92	105	115
U251	107	108	68	87	99
CAKI-1	.	93	73	91	117
TK-10	100	108	94	88	104
A498	.	96	56	114	91

51. O=S(=O)(NCC1CCCO1)C1CC(Cl)CC(Cl)C1 (stereo not drawn)
52. CCN(CC)c1ccc(C(NCCC(C)C)C(Cl)(Cl)Cl)cc1 (stereo not drawn)
53. CCOC(=O)CC1CSC(Nc2ccc(OC)cc2OC)=N1 (stereo not drawn)
54. Cc1ccccc1NC(=O)c1cc2ccccc2cc1O
55. CCN(CC)CCC(O)c1ccc(Cl)c2ccccc12 (stereo not drawn)
Compound	51	52	53	54	55
SN12C	91[50 µM]	101	106	30	115
UO-31	69[50 µM]	89	93	-8.7*	77
786-0	96[50 µM]	99	96	55	112
ACHN	90[50 µM]	111	105	34	107
RXF 393	102[50 µM]	114	113	22	103
U251	89[50 µM]	88	103	26	108
CAKI-1	84[50 µM]	89	91	41	93
TK-10	104[50 µM]	124	85	60	105
A498	99[50 µM]	77	89	43	54

# Full records as entered above. Screens in order: SN12C	UO-31	786-0	ACHN	RXF 393	U251	CAKI-1	TK-10	A498
# `CCN(CC)CCC(O)c1ccc(Cl)c2ccccc12` (stereo not drawn) reads 115	77	112	107	103	108	93	105	54
# `Cc1ccccc1NC(=O)c1cc2ccccc2cc1O` reads 30	-8.7*	55	34	22	26	41	60	43
# `O=S(=O)(NCC1CCCO1)C1CC(Cl)CC(Cl)C1` (stereo not drawn) reads 91[50 µM]	69[50 µM]	96[50 µM]	90[50 µM]	102[50 µM]	89[50 µM]	84[50 µM]	104[50 µM]	99[50 µM]
# `CCOC(=O)CC1CSC(Nc2ccc(OC)cc2OC)=N1` (stereo not drawn) reads 106	93	96	105	113	103	91	85	89
# `CCN(CC)c1ccc(C(NCCC(C)C)C(Cl)(Cl)Cl)cc1` (stereo not drawn) reads 101	89	99	111	114	88	89	124	77

# Single entries from the entries so far.
# For UO-31, entry 1 has the entry 80
# For TK-10, entry 18 has the entry -37*

# (more compounds)
56. Cc1c(C(C)(C)O)cn2ncnc(Oc3ccc(NC(=O)Nc4ccc(Cl)c(C(F)(F)F)c4)c(F)c3)c12
57. O=C(Nc1ccc(Cl)cc1)Nc1ccc(Cl)c(Cl)c1
58. CCOC(=O)N/N=C/c1cc(Br)ccc1O
59. COc1ccc(-c2nc(/C=C3\C(=O)N(C)c4ccccc43)c3ccccn23)cc1
60. COC(=O)CCC1=C(C)C2=NC1=CC1=NC(=CC3=NC(=Cc4[nH]c(/c(=C(/C)O)c4C)=C2)C(C(C)=O)=C3C)C(C)=C1CCC(=O)OC
Compound	56	57	58	59	60
SN12C	58	6.5*	99	82	98
UO-31	70	9.7*	104	69	100
786-0	65	39	99	38	105
ACHN	39	-9.9*	108	64	103
RXF 393	72	.	91	67	112
U251	47	8.9*	94	75	99
CAKI-1	48	-1.3*	99	94	99
TK-10	85	13	111	60	123
A498	30	11	102	103	90

# Next part (2 carried over from the part before).
59. COc1ccc(-c2nc(/C=C3\C(=O)N(C)c4ccccc43)c3ccccn23)cc1
60. COC(=O)CCC1=C(C)C2=NC1=CC1=NC(=CC3=NC(=Cc4[nH]c(/c(=C(/C)O)c4C)=C2)C(C(C)=O)=C3C)C(C)=C1CCC(=O)OC
61. COc1ccc(C(=O)c2cc3c(N)c(C(=O)Nc4cccc(OC)c4)sc3nc2C)cc1
62. CC(=O)Nc1ccc(C)c(NC(C)=O)c1
63. [O-][N+](=Nc1ccc(Sc2ccccc2)cc1)c1ccc(Sc2ccccc2)cc1
64. O=c1[nH]c(NCCc2cc3cc(Cl)ccc3[nH]2)nc2sc3c(c12)CCCC3
65. Cn1cnc2c(=O)nc(N)n(C)c21
Compound	59	60	61	62	63	64	65
SN12C	82	98	28	105	83	67	100
UO-31	69	100	49	73	90	56	92
786-0	38	105	51	107	84	52	94
ACHN	64	103	41	110	91	53	104
RXF 393	67	112	.	112	92	70	122
U251	75	99	15	108	93	31	106
CAKI-1	94	99	46	.	86	79	111
TK-10	60	123	57	121	102	66	113
A498	103	90	-1.4*	108	76	80	104

66. CSc1nc(N)nc2nc(C)cc(C)c12
67. CCc1ccc(/C(C#N)=C/C=C/c2ccccc2)cc1
68. N#CC1=C(N)Oc2ccc3ccccc3c2C1c1ccccc1Cl (stereo not drawn)
69. COc1ccc2cc(-c3nc4ccccc4o3)c(Cl)nc2c1OC
70. C[n+]1c2ccccc2nc2ccc(NCCO)cc21
71. O=C(Nc1ccccc1F)Nc1nccnc1OCc1cccc(F)c1
Compound	66	67	68	69	70	71
SN12C	96	53	50	95	86	91
UO-31	85	43	49	70	46	80
786-0	102	63	42	115	81	101
ACHN	92	58	50	92	84	89
RXF 393	109	12	59	111	83	103
U251	101	21	37	102	81	97
CAKI-1	82	54	35	101	93	79
TK-10	103	17	118	117	127	125
A498	.	.	40	98	75	102

# High-throughput results (PubChem BioAssay)
